NPY2 pot ag: NPY-Y2 potentiators or agonists, primary screen, cell-based | Neuropeptide Y receptor type 2 (Homo sapiens), P49146 | cells expressing NPY-Y2, potentiator/agonist read-out | activation, % at 3.6 µM | 220,000 compounds, 0.45% hits; in the data active = activation above about 27%;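 note: cells stimulated with NPY near EC25 plus isoproterenol at EC100; 0% = vehicle plus submaximal agonist and 100% = vehicle plus saturating agonist; some results beyond the cut were filed as inactive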
Target sequence (P49146 whole entry, looked up): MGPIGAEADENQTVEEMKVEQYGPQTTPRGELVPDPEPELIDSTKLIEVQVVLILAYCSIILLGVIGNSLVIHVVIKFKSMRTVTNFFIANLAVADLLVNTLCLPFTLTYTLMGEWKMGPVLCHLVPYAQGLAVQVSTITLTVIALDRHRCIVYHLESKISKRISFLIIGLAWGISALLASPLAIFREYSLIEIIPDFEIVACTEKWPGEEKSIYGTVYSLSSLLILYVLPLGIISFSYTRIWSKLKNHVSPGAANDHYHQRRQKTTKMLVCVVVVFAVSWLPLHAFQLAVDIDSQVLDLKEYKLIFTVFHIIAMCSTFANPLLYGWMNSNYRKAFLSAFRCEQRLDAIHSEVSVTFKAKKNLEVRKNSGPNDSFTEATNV
NCF1 inh: p47phox/p22phox peptide binding inhibitors, primary screen, biochemical, uHTS, NADPH oxidase regulatory subunit; Neutrophil cytosol factor 1 (Homo sapiens), P14598; inhibition, % at 24.7 µM; 220,000 compounds, 0.53% hits; fluorescence polarization, 2 h;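 active = inhibition above about 30%, limit read from the data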;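 note: 0% = p47phox with labelled peptide and 100% = labelled peptide alone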
CHOP inh: inhibitors of CHOP promoter induction, primary screen, cell-based, unfolded protein response, luciferase reporter; CHO-K1 CHOP-promoter luciferase, tunicamycin-induced, 15-18 h; 220,000 compounds, 3.8% hits; inhibition, % at 10 µM; AID 2732, 2010;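 active = compounds that reduced the stress-induced luciferase reporter signal by more than about 70% of percent inhibition, limit read from the data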;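 note: 0% = tunicamycin plus vehicle and 100% = wells without tunicamycin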
S1P4 ag: S1P4 receptor agonists, primary screen, cell-based; S1P4-expressing cell line, agonist reporter assay; Sphingosine 1-phosphate receptor 4 (Homo sapiens), O95977; activation, % at 4.98 µM; 220,000 compounds, 0.35% hits; in the data active = activation above about 11%;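 note: 0% = DMSO vehicle and 100% = reference agonist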
BaF3 parental: parental Ba/F3 cell viability inhibition, counter-screen for JAK2V617F inhibitor project, murine pro-B, CellTiter-Glo luminescence; CellTiter-Glo ATP luminescence; inhibition, % at 5.6 µM; 220,000 compounds, 1.1% hits; AID 1486, 2009;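 active = inhibition above a per-campaign cutoff, the mean inhibition of all tested compounds plus 3 SD, cut at about 27% in these data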;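 note: 0% = DMSO wells and 100% = JAK Inhibitor I control wells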
Ba/F3 V617F tox: reduced viability of JAK2V617F-dependent Ba/F3 cells, primary screen, JAK2V617F inhibitor project, cell-based, Ba/F3 EpoR-JAK2V617F, luminescence. ATP luminescence. inhibition, % at 5.6 µM. 220,000 compounds, 1.1% hits;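 active = inhibition above the campaign mean plus 3 SD over all tested compounds, cut at about 24% in these data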;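 note: cytokine-independent growth of Ba/F3 cells driven by EpoR plus mutant JAK2; 0% = DMSO-treated cells and 100% = JAK inhibitor I control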
NPY-Y1 PAM-ag: NPY-Y1 receptor potentiators or agonists, primary screen, cell-based | NPY-Y1 expressing cells, potentiator/agonist activation | 220,000 compounds, 0.37% hits | AID 1304, 2008 | Neuropeptide Y receptor type 1 (Homo sapiens), P25929 | activation, % at 3.6 µM; in the data active = activation above about 33%, passing the limit was not always enough;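 note: cells stimulated with NPY at EC10 then isoproterenol at EC100; 0% = low agonist plus stimulus and 100% = saturating agonist plus stimulus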
Target sequence (P25929 whole entry, looked up): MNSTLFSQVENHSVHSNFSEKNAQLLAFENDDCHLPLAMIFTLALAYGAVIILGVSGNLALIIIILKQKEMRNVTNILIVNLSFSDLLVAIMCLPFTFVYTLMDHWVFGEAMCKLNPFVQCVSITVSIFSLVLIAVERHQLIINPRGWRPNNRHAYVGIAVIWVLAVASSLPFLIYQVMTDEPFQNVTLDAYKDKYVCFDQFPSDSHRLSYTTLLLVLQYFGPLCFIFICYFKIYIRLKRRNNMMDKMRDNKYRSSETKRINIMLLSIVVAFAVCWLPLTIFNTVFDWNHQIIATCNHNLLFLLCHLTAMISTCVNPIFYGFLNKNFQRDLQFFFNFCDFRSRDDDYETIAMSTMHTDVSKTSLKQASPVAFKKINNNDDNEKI
S1P4 antagonist: S1P4 receptor antagonists, primary screen, cell-based; Sphingosine 1-phosphate receptor 4 (Homo sapiens), O95977; S1P4-expressing cells, antagonist mode, reporter read-out; inhibition, % at 4.98 µM; 220,000 compounds, 0.26% hits; in the data active = inhibition above about 29%;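 note: 0% = wells stimulated with agonist and 100% = vehicle wells without agonist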
NPY Y1 blocker: NPY-Y1 receptor antagonists, primary screen, cell-based; Neuropeptide Y receptor type 1 (Homo sapiens), P25929; HEK293-CNG Y1 cells, membrane potential fluorescence; NPY at EC95, then isoproterenol; inhibition, % at 3.6 µM; 200,000 compounds, 1% hits;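 active = inhibition above the campaign mean inhibition of all tested compounds plus 3 SD, cut at about 20% in these data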;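 note: 0% = DMSO wells given NPY plus isoproterenol and 100% = isoproterenol alone without NPY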
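Assay system: HEK293 cells with Y1 receptor plus CNG channel | Probe or stimulus: NPY (25 nM), isoproterenol (1 µM), Ro 20-1724 (25 µM) | Timing: Compound incubation 1 h at room temperature, readout 45 min post-stimulation | Measured by: Membrane-potential fluorescent dye readout | Benchmarks: High control isoproterenol alone, low control NPY with isoproterenol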
* hit, by the source's call; . = not tested or not shown. Hits appear at their usual frequency; overall some 7.1% were active at least once.

SMILES	NPY2 pot ag	NCF1 inh	CHOP inh	S1P4 ag	BaF3 parental	Ba/F3 V617F tox	NPY-Y1 PAM-ag	S1P4 antagonist	NPY Y1 blocker
Cc1ccc(S(=O)(=O)CCSc2n[nH]c(=O)n2-c2ccc3c(c2)OCCO3)cc1	-20	-7	-4	0.6	-1	-4	8	12	.
CCCc1[nH]n(-c2ccc([N+](=O)[O-])cc2)c(=O)c1C=NCCCn1ccnc1	11	-3	-6	1.5	4	4	19	-4	-3
CCS(=O)(=O)CCSc1nc2ccccc2s1	2	-5	6	-0.8	3	1	-15	-21	-6
CCOc1ccc(C2C(C#N)=C(N)Oc3cc(C)n(CCN4CCOCC4)c(=O)c32)cc1OCC (centres undefined)	8	-4	16	-1.0	4	1	5	-6	3
Cc1cccc(-n2cc(C(=O)O)c(=O)cc2C)c1	1	-3	25	1.2	3	3	6	-3	3
Cc1cc(C(=O)COC(=O)c2ccc[nH]c2=O)c(C)n1CCc1ccc(F)cc1	-4	-3	-2	-1.0	4	5	7	-29	0
OC(CSc1ccccc1Cl)CN1CCN(c2ccccc2F)CC1 (centres undefined)	-17	-8	0	0.5	-4	-7	-29	-25	8
CCOC(=O)c1sc2nc(C)nc(SCC(=O)NC3CCS(=O)(=O)C3)c2c1C (centres undefined)	1	-15	-17	-3.7	-2	-7	5	-8	4
Cn1c(Cn2nnc3ccccc32)nnc1SCC(=O)N1c2ccccc2CCc2ccccc21	5	-5	22	1.1	3	2	-4	4	-5
Cc1ccc2cc(C(c3nnnn3Cc3ccccc3)N3CCN(c4ccccc4)CC3)c(=O)[nH]c2c1 (centres undefined)	8	-38	58	1.9	5	0	-12	-31	5
Cn1c(=O)c2c(nc(N/N=C3\CCCc4ccccc43)n2Cc2ccc(F)cc2)n(C)c1=O	0	-7	69	-0.3	5	3	0	-12	-2
CC(C)OC(=O)c1cccnc1SCc1cc(=O)n2ccccc2n1	5	-5	21	-0.6	10	-2	-10	-16	2
COc1ccc(C/C(C)=N/NC(=S)Nc2ccc(C(C)C)cc2)cc1	-1	-30	45	0.3	0	-2	5	5	0
CCOc1ccc(NC(=O)CSc2nc(C)cc(C)n2)cc1	-5	0	-3	-1.7	8	7	-17	-7	-2
CCc1cc(-c2[nH]ncc2-c2ccc3c(c2)OCO3)c(O)cc1O	10	-15	48	0.5	2	-2	16	-5	20*
O=C(Nc1nc2ccccc2s1)c1cc(-c2ccccc2)nn1-c1ccccc1	16	-45	54	1.3	7	-1	34	-21	0
CCOC(=O)c1sc(NC(=O)CN(CC(C)C)CC(C)C)c(C(=O)OCC)c1C	-2	-8	48	0.9	5	-5	12	-3	0
O=C(CCNC(=O)Cn1ccc2ccccc2c1=O)NCCN1CCN(c2ccccc2F)CC1	5	.	.	0.6	2	1	6	1	3
CCNc1nc(NCC)nc(Oc2ccc(C(=O)OC)cc2)n1	-1	2	1	1.2	2	-3	-9	-10	.
O=C(O)c1[nH]c2ccccc2c1CC(=O)N1CCN(c2ccccc2)CC1	2	-1	17	0.9	1	-3	-3	14	-1
O=C(NC(=S)Nc1ccc2c(c1)OCCO2)c1cccc2ccccc12	-18	-9	-4	0.6	0	-5	-61	-19	9
Cc1ccc(S(=O)(=O)NNC(=S)Nc2c(Cl)cccc2Cl)cc1	-32	0	-5	0.8	0	3	-12	11	.
COc1ccc(/C=N/NC(=O)c2c(C)nc3ccccn23)cc1[N+](=O)[O-]	-8	-7	-6	0.4	4	2	-4	19	.
O=C(COc1cc(Cl)ccc1Cl)Nc1nnc(CC(=O)N2CCOCC2)s1	-3	-10	18	1.4	4	2	-23	-13	4
CCOC(=O)c1[nH]c2ccccc2c1NC(=O)c1ccc(S(=O)(=O)N2CCCC2)cc1	-2	7	-15	0.3	1	0	0	6	4
CCn1c(SCC(=O)N2CCC(C)CC2)nnc1-c1ccc(S(=O)(=O)N2CCN(C)CC2)cc1	0	-5	-18	-2.6	1	-4	-2	-1	3
Cc1c(NC(=O)c2c(F)c(F)c(F)c(F)c2F)c(=O)n(-c2ccccc2)n1C	12	-8	13	-0.2	4	0	-26	4	4
COc1ccc(-n2c(=O)cc(N3CCN(c4ccccc4F)CC3)[nH]c2=O)cc1	-4	-9	18	1.0	1	0	-5	-22	-3
COc1ccc(NC(=O)CSc2nnc(Cc3cccs3)n2-c2ccc(C)cc2)cc1	2	-28	-6	-2.4	6	3	21	9	0
Cc1cc([N+](=O)[O-])ccc1NC(=O)c1cccc(NC(=O)C(C)C)c1	-22	2	-12	-2.0	9	3	-8	-8	9
Cc1ccc(C(=O)N2CCN(C(=O)CN3CCOCC3)C2)cc1	10	-3	18	-0.9	4	-3	-2	1	-6
N/C(CSc1nc(-c2ccccc2)c(-c2ccccc2)o1)=N\O	8	-15	32	-1.6	-1	-3	-5	5	2
Cc1nn(CCCC(=O)Nc2nccs2)c(C)c1[N+](=O)[O-]	7	-8	16	1.8	5	-1	8	-5	0
CCC(=O)NC(=S)NNC(=O)c1ccc(NC(=O)c2ccccc2)cc1	17	-10	22	-0.3	3	-1	11	4	-1
O=C(NCc1cccc(CNC(=O)C(=O)NCc2ccco2)c1)C(=O)NCc1ccco1	-2	-17	38	-3.1	4	-5	-17	-15	12
COCc1nnc(NC(=O)CSc2ccc(C)cc2)s1	-21	-7	-11	0.5	4	-1	-56	-8	16
O=C(NC(=S)Nc1cccc2cccnc12)c1cccs1	-9	-11	15	-2.8	4	1	4	0	3
O=C(Nc1cccc(-c2nc3ncccc3o2)c1)c1ccco1	-1	-23	4	-0.6	7	-1	-8	10	-2
COc1ccc(CN(CC2CCCO2)C(=O)c2cc3sccc3n2C)c(OC)c1 (centres undefined)	9	-1	25	1.5	-2	-3	17	-14	11
Cn1c(=O)c2c(-c3ccccc3)n(CCCN3CCOCC3)cc2n(C)c1=O	-4	2	3	-0.6	7	0	0	-24	7
CCOC(=O)NC(=S)Nc1ccc(C(C)(C)C)cc1	9	2	9	0.5	-2	1	-8	9	.
Cc1cc(C(=O)COC(=O)c2n[nH]c3ccccc23)c(C)n1CC1CCCO1 (centres undefined)	5	-15	24	1.2	1	2	-2	-8	5
Cc1cc(C(=O)C(C)OC(=O)C2=NNC(=O)CC2)c(C)n1-c1ccc(OC(F)F)cc1 (centres undefined)	4	-5	14	-2.8	1	-2	0	-18	-4
COc1ccc(-c2csc(N3CCC(c4ccccc4)C3)n2)cc1 (centres undefined)	-10	0	-26	-3.9	-2	-5	-1	-15	2
O=C(CN(C1CCCCC1)S(=O)(=O)c1ccc(F)cc1)NCCCO	-17	-10	3	0.3	6	0	-23	-7	1
Cc1ccc2c(c1)cc(CN(CCc1ccccc1)C(=O)N1CCOCC1)c1nnnn12	-13	3	28	-2.0	3	-3	-13	-7	-6
COC(Cc1n[nH]c(=S)n1-c1ccccc1)OC	-2	0	21	1.2	3	2	3	-5	1
N=C1CCCN1CC(=O)c1cccs1	-4	-18	0	-0.9	8	0	1	2	1
Cc1csc(=Nc2c(C)n(C)n(-c3ccccc3)c2=O)n1Cc1ccccc1	-1	-7	-19	0.3	5	1	3	4	6
Cc1cc(C)c2c(CC(=O)NC(C)C)coc2c1	8	6	11	1.8	1	-3	-5	-18	-1
Cc1nc(SCC(=O)N2CCc3ccccc3C2)c2c(C)c(C)sc2n1	-22	-28	20	-1.6	5	-1	-16	-10	4
Cc1cccc(-c2nc(CS(=O)CC(=O)NCCCSC3CCCCC3)c(C)o2)c1 (centres undefined)	-29	-7	66	0.8	6	-1	3	2	11
O=C(c1ccccc1)c1ccccc1C(=O)N1CCN(C(=O)c2ccccc2)CC1	-19	-4	30	-0.3	6	3	-4	6	6
CCOc1ccc(Nc2nc(NCC3CCCO3)c3ccccc3n2)cc1 (centres undefined)	14	0	20	0.3	15	22	-10	-5	16
Cc1cc(C)nc(Nc2ccc(C)c([N+](=O)[O-])c2)n1	-1	-5	17	-0.1	-1	-2	10	-1	2
COCCOC(=O)c1c(C)nc(SCC(=O)Nc2cccc3ccccc23)c(C#N)c1-c1ccco1	-13	-23	26	1.0	3	1	-14	-9	11
O=C(NNCC(O)COc1ccccc1)c1ccccc1 (centres undefined)	2	0	0	1.0	2	-3	-12	-14	-6
Cc1ccc2c(c1)C1CN(C)CCC1N2C(=O)Nc1ccc(Cl)cc1 (centres undefined)	6	-15	51	2.7	4	0	8	-8	3
O=C1NC(=S)N/C1=C\c1ccccc1OCc1ccc(C(=O)O)cc1	18	-18	7	0.2	-2	-4	12	-9	.
COc1ccc(C2=NOC(C(=O)O)C2)cc1 (centres undefined)	-14	-2	2	2.1	3	2	-8	6	14

Remaining list, next part
SMILES	NPY2 pot ag	NCF1 inh	CHOP inh	S1P4 ag	BaF3 parental	Ba/F3 V617F tox	NPY-Y1 PAM-ag	S1P4 antagonist	NPY Y1 blocker
COc1cc(/C=N/NC(=Nc2ccc(C)cc2)c2nc3ccccc3s2)ccc1O	-30	-34	74*	-3.7	9	2	-25	-1	15
CC(NC(=O)c1ccccc1)c1ccc(F)cc1 (centres undefined)	5	5	-29	1.8	3	-3	26	-14	2
Cc1cc(C)n(C(=O)C23CC4CC(CC(C4)C2)C3)n1	3	-11	41	1.2	4	-2	-3	-7	-1
N#C/C(=C\c1ccc([N+](=O)[O-])o1)C(=O)Nc1ccc(F)cc1	-12	-21	108*	0.7	7	0	10	4	0
CCc1nc(-c2ccc(-c3ccc(OC)cc3)nc2OC)no1	-28	-21	77*	-5.1	1	3	-48	-29	11
COc1ccccc1NS(=O)(=O)c1cccc(C(=O)N/N=C/c2ccccc2OCC(=O)O)c1	-10	-56	8	0.2	8	3	7	2	11
CNc1oc(-c2ccc(OCc3ccccc3)cc2)nc1C#N	-10	1	22	-0.1	1	5	1	-1	-1
CC(CCc1ccccc1)NC(=O)CN1CCN(c2ccccc2)CC1 (centres undefined)	-12	-8	21	0.5	5	1	0	-8	5
Brc1c(CSc2nncc3ccccc23)nc2ccccn12	5	-3	24	2.3	11	6	-1	1	-3
O=C(Nc1cccc(S(=O)(=O)C(F)F)c1)c1ccc(S(=O)(=O)N2CCCCC2)cc1	7	2	49	0.8	3	5	1	-10	-6
Cn1c2ccc(Cl)cc2c2nc3ccccc3nc21	-6	17	62	0.8	6	1	-19	-11	10
COc1ccc(CCNC(=O)C(=O)NCC2CCCO2)cc1 (centres undefined)	9	2	1	-0.4	1	-3	5	-9	5
CCNC(=S)NCc1ccc2[nH]c(C)cc2c1	6	-4	-5	-0.1	2	-2	13	-2	-2
Cn1cccc1Cc1nnc(SCC(=O)Nc2ccc(F)cc2)n1-c1ccc(F)cc1	9	-5	51	1.6	3	-4	-9	-26	0

Some entries already given, showing only NPY Y1 blocker:
mol | NPY Y1 blocker
N#C/C(=C\c1ccc([N+](=O)[O-])o1)C(=O)Nc1ccc(F)cc1 | 0
Cc1cc(C)n(C(=O)C23CC4CC(CC(C4)C2)C3)n1 | -1
